A350 autofl: compounds fluorescent in Alexa 350 spectral region | AID 590 | max dye-equivalent concentration, M | Compound autofluorescence, 340/450 nm, Alexa 350 dye-equivalents; hits give high values | 59,000 compounds, 11% hits; in the data active means max dye-equivalent concentration above about 10 nM; inconclusive means mostly about 1.1 nM to 9.6 nM
BRCT inh red: inhibitors of human BRCA1 BRCT-phosphoprotein interaction (red fluorophore). 75,000 compounds, 0.03% hits. Potency, µM (titrated, usually from 76.9 µM), for the others: top-dose activity change, negative = inhibition, actives largely listed as inhibitors. P38398. BRCT-phosphopeptide binding, red fluorescence polarization; further: on the % scale 0 is the no-effect control and ±100 the full control effect
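Fluorescence polarization: 100 nM His-tagged BRCA1 BRCT with 100 nM TAMRA-labelled phospho-BACH1 decapeptide, phosphate buffer pH 7.3 with 150 mM NaCl, DTT, 0.01% Tween 20; 12 min RT. Binding inhibition seen as FP decrease.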
Tau fil binding: binders of human tau filaments. P10636. recombinant tau filaments, thioflavin S fluorescence, 15 h; filaments grown with octadecylsulfate alongside compound. Potency, µM (titrated, usually from 57.1 µM), for the others: top-dose activity change, negative = inhibition. 71,000 compounds, 2% hits;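 further: potency means the concentration at half of the fitted maximal effect; on the % scale 0 is the no-effect control and ±100 the full control effect; actives lower thioflavin S fluorescence by blocking filaments or displacing dye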
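Recombinant tau protein (human, 1 uM final) plus 30 uM ODS in HEPES pH 7.4 with NaCl, DTT and thioflavine S. Compound present from the start; fluorescence at 510 nm after 15 h, 37 C.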
USP2a inh: inhibitors of human ubiquitin-specific protease USP2a. O75604. USP2a enzymatic assay, qHTS inhibition. Potency, µM (titrated, usually from 38.3 µM), inactives show at the top dose activity change, negative = inhibition, hits mostly inhibitors. 60,000 compounds, 0.1% hits;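 further: potency means the concentration at half of the fitted maximal effect; nearly all actives have a fitted effect of over 60% in size; plate controls were DMSO for no effect and NEM full inhibition control for full effect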
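USP2 core (20 nM final) was preincubated with compound for 30 min at RT in 20 mM Tris-HCl pH 8.0, 2 mM CaCl2, 2 mM beta-mercaptoethanol; Ub-PLA2 (20 nM) plus NBD C6-HPC (20 uM) then added, fluorescence read after 2.5 h.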
CRE Fsk mod: alters forskolin-stimulated CRE reporter signaling in CHO cells; CHO CRE-bla reporter (cAMP response element driving beta-lactamase), forskolin EC10, beta-lactamase ratio; 71,000 compounds, 2.5% hits; Potency, µM (titrated, usually from 38.2 µM), for inactives: top-dose activity change, negative = inhibition, most hits filed as activators; active means well fitted activation curve with a large enough effect in the signal ratio, with a control signal flat, not every such curve was filed as active; inconclusive means small, poorly fitted or top-dose-only effect, or effect the other way, or a change in a side signal; the % refers to the signal ratio; further: potency means the concentration at half of the fitted maximal effect; % of control where 0% means no effect
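Reporter-gene assay: CHO cells with beta-lactamase behind cAMP responsive elements, co-treated with compound and EC10 NKH 477 for 3 hours at 37 degrees Celsius. Activity came from the 460/530 nm CCF4 emission ratio.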
BRCT inh green: blocks human BRCA1 BRCT binding to phosphopeptide, green readout; 75,000 compounds, 0.05% hits; BRCA1 BRCT-phosphopeptide binding, green fluorescence polarization; P38398; AID 875; Potency, µM (highest dose often 76.9 µM), without a hit: at the top dose activity change, negative = inhibition, hits mostly inhibitors;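 further: potency means the concentration at half of the fitted maximal effect; plate controls were peptide without protein for full effect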
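Compounds were incubated for 12 min at room temperature with a complex of 100 nM fluorescein-tagged pBACH1 decapeptide and 250 nM His-tagged BRCT protein. Buffer was phosphate pH 7.3 with EDTA, DTT and Tween 20. Disruption of binding lowers the polarization signal.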
Caspase-1 inhib: caspase-1 (human) inhibition, allosteric or competitive | P29466 | Caspase-1 enzyme, Ac-WEHD-AFC fluorogenic rate | Potency, µM (doses to about 57.5 µM), inactives show top-dose activity change, negative = inhibition, usual class: inhibitors | 75,000 compounds, 0.03% hits | AID 900;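 further: potency means the concentration at half of the fitted maximal effect; plate controls were vehicle for no effect and no substrate for full effect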
Caspase-7 inhib: caspase-7 (human) inhibition, allosteric or competitive. P55210. recombinant caspase-7, Ac-DEVD-AFC fluorescence rate. Potency, µM (top dose mostly 57.5 µM), inactives show at the top dose activity change, negative = inhibition, hits mostly inhibitors. 75,000 compounds, 0.02% hits. AID 889; active means well fitted inhibition curve with a large enough effect in the main read-out, with a control signal flat, not every such curve was filed as active; inconclusive means small, poorly fitted or top-dose-only effect, or a change in a side signal; further: potency means the concentration at half of the fitted maximal effect; % of control where 0% means no effect
Luciferase inh: inhibitors of firefly luciferase. P08659. purified firefly luciferase, luminescence, 8 min. Potency, µM (series often up to 57.1 µM), without a hit: at the top dose activity change, negative = inhibition, usual class: inhibitors. 72,000 compounds, 2.2% hits; further: potency means the concentration at half of the fitted maximal effect; on the % scale 0 is the no-effect control and ±100 the full control effect; nearly all actives have a fitted effect of over 40% in size
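Luminescence read-out after 8 min at room temperature; enzyme reaction used luciferin plus 10 uM ATP (linear range) in imidazole buffer pH 7.2 with KCl, MgCl2, Tween 20 and BSA. Each sample was run as a titration.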
HEK293 cAMP cs: counter-screen for TSHR agonists: cAMP increase in parental HEK293 | AID 938 | parental HEK293 CNG cAMP sensor, membrane potential fluorescence | 73,000 compounds, 2.5% hits | Potency, µM (series often up to 57.1 µM), without a hit: at the highest dose activation, hits mostly activators; further: potency means the concentration at half of the fitted maximal effect; % of control where 0% means no effect; nearly all actives have a fitted effect of over 55% in size
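Counterscreen for endogenous-receptor signalling: CNG-channel HEK 293 cells report cAMP rise by membrane depolarization. After 60 min dye equilibration with 100 uM RO 20-1724, compounds incubated 30 min before bottom-read fluorescence at 590 nm.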
ERK AVP inh: blocks ERK signaling stimulated by vasopressin. HEK293-V1b, vasopressin-stimulated pERK AlphaScreen. Potency, µM (top dose mostly 57.5 µM), for inactives: top-dose activity, negative = inhibition, hits mostly inhibitors. 72,000 compounds, 0.99% hits. AID 995; further: potency means the concentration at half of the fitted maximal effect; on the % scale 0 is the no-effect control and ±100 the full control effect; nearly all actives have a fitted effect of over 55% in size
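Phosphorylated ERK1/2 detected via AlphaScreen bead proximity in lysates of V1b-expressing HEK293 cells given 25 nM vasopressin for 5 min after 30 min compound exposure (37 °C). AC50 from Hill equation; basal DMSO 0%, vasopressin 100%.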
* hit, by the source's call; i = inactive; ? = inconclusive; . = no result given; [ ] = dose if it differs, or a comment. Unless noted, the call rests on the fitted dose curve; in most records, active means well fitted curve in the direction sought with a large enough effect; inconclusive means small, poorly fitted or top-dose-only effect, or another doubt; inactive means no such curve, though single readings can be large; an effect the other way counts as inactive or inconclusive.

The line under a structure holds: A350 autofl	BRCT inh red	Tau fil binding	USP2a inh	CRE Fsk mod	BRCT inh green	Caspase-1 inhib	Caspase-7 inhib	Luciferase inh	HEK293 cAMP cs	ERK AVP inh
CC1(C)CC(=O)C(C=NCCN2CCOCC2)=C(O)C1
  .	1.3%	-4%	-6%	11%	-2.1%	-2%	-2%	1%	-16%	5%
CCCn1c(-c2ccc(F)cc2)nc2c(NCCCCN3CCCC3)nc(C)nc21
  .	-0.9%	39%	.	?	-0.4%	0%	0%	.	?	-1%
COc1ccc(-n2nnnc2SCC(=O)NCCc2ccc(OC)c(OC)c2)cc1
  i	0.7%	-3%	.	-1%	-0.5%	1%	1%	2%	8%	-35%
Cc1ccc(S(=O)(=O)N(C)CC(=O)Nc2nc3ccccc3s2)cc1
  i	1.0%	15%	13%	-22%	1.7%	-2%	0%	-2%	8%	?
Cc1ccccc1NC(=O)CSc1nc(N)c(C#N)c(-c2cccs2)c1C#N
  2.5e-07M*	0.4%	i	-16%	?	-1.4%	-4%	-3%	-1%	5%	-17%
CC(C)=CCC/C(C)=C/CO/N=C1/C[C@@H](O)[C@@H](O)[C@@H]2[C@@H]3C(=O)N(C(C)(C)C)C(=O)[C@H]3CC[C@H]12
  .	0.2%[15.4 µM]	.	.	.	-1.3%[15.4 µM]	1%[11.5 µM]	1%[11.5 µM]	0%[11.4 µM]	?	8%[11.5 µM]
Cc1ccc(C(=O)C2CCN(CC(=O)Nc3ccc(N(C)C)cc3)CC2)cc1
  i	0.1%	20µM*	7%	-6%	1.6%	-1%	0%	-2%	-14%	16µM*
CCOC(=O)N1CCC(NC(=O)Cc2ccc(-n3c(=O)[nH]c4ccccc4c3=O)cc2)CC1
  ?	-2.6%	1%	-2%	2%	-0.6%	-2%	1%	1%	9%	24%
CC(C)n1c(SCC(=O)N2CCCc3ccccc32)nc2c1c(=O)n(C)c(=O)n2C
  i	0.9%	-4%	.	-2%	-1.3%	-1%	0%	-15%	24%	-7%
COC(=O)c1cccc(NC(=O)CN(c2ccc3c(c2)OCO3)S(C)(=O)=O)c1C
  i	-0.2%	-10%	-6%	-1%	1.2%	0%	-2%	-1%	16%	-3%
CCCCCCCC1=Cc2ccccc2C(CC(C)=O)N1C(=O)OC (stereo unspecified)
  .	-0.1%[15.4 µM]	.	.	.	1.7%[15.4 µM]	-4%[11.5 µM]	-1%[11.5 µM]	.	?	14%[11.5 µM]
Cc1nc2ccccc2cc1C(=O)NCc1ccco1
  ?	-0.1%	1%	2%	?	-0.6%	-1%	-1%	-7%	15%	13%
CCN(CC)Cc1cc(CC(C(N)=O)C(N)=O)ccc1OC
  i	-0.3%	-11%	-5%	-22%	-1.7%	1%	-1%	0%	1%	9%
Cc1cc(OCc2nn[nH]n2)c2c(C)c(Cc3ccccc3)c(=O)oc2c1
  8e-08M*	1.4%	5%	?	7%	10%	-3%	-3%	2%	5%	1%
CC(C)OCCCn1c(=S)[nH]c2ncccc2c1=O
  ?	1.1%	0%	3%	-6%	-1.0%	2%	1%	-1%	1%	17%
O=C(Cc1coc2ccc3ccccc3c12)N1CCCC1
  i	-0.1%	5%	7%	-1%	-0.1%	0%	-2%	-1%	14%	-21%
O=c1c2ccccc2nc(CSc2nnnn2-c2ccccc2)n1-c1ccccc1
  .	0.0%	169%	.	-1%	-0.8%	3%	-2%	2%	-3%	0%
Nn1c(SC/C=C/c2ccccc2)nnc1-c1ccccn1
  i	-2.0%	10%	24%	14%	-4.6%	1%	0%	-2%	21%	9%
C/C=C(\C)CN1CCN(c2cc(C)ccc2C)CC1
  .	0.2%	-16%	-4%	8%	-0.4%	-1%	-1%	2%	?	15%
CC1=C(/C=C/C(C)=C/C=C/C(C)=C/C=C/C=C(C)/C=C/C=C(C)/C=C/C(=O)[C@]2(C)CC(O)CC2(C)C)C(C)(C)CC(O)C1 (stereo partly specified)
  .	0.3%	.	-22%	.	-0.3%[3.08 µM]	0%	-1%	.	.	-2%
CCCCn1c(CCCNC(=O)CC)nc2ccccc21
  .	-0.8%	-8%	.	-7%	-1.9%	-1%	0%	2%	15%	.
CCOC(=O)C1CCCN(CC(=O)Nc2c(F)c(F)c(F)c(F)c2F)C1 (stereo unspecified)
  ?	0.3%	-7%	5%	-20%	0.3%	-1%	.	3%	14%	19%
COCCNCC(=O)NC12CC3CC(CC(C3)C1)C2
  ?	0.4%	-8%	11%	3%	0.0%	1%	-1%	0%	6%	7%
COc1cc(N=c2ssnc2Cl)cc(OC)c1OC
  i	-1.0%	10%	13%	18%	2.6%	1%	-1%	-13%	-6%	16%
O=C(CNCC1CCCO1)Nc1ccccc1-n1cccc1 (stereo unspecified)
  i	0.4%	5%	-6%	?	-3.5%	-1%	6%	-34%	9%	3%
CC1CCN(c2nc(-c3ccncc3)nc3ccccc23)CC1
  .	-0.9%	5%	?	7.9µM*	3.6%	-2%	-1%	-1%	?	-30%
CCCC1(C(=O)O)NC(c2cccc(OC)c2O)C2C(=O)N(c3ccccc3)C(=O)C21 (stereo unspecified)
  .	2.8%	-8%	.	-5%	-1.4%	1%	1%	1%	11%	.
Cc1cc(=O)c2ccccc2[nH]1
  i	-1.2%	3%	3%	?	-2.0%	0%	-3%	2%	4%	20%
CCc1ccc2c(c1)[C@]1(C(=O)N2)[C@@H]2C(=O)N(Cc3ccccc3)C(=O)[C@@H]2[C@@H]2CCCN21
  i	0.1%	20µM*	47%[activator]	-9%	-0.4%	-3%	-17%	1%	-2%	-7%
CC1CCN(CC(=O)Nc2sc3c(c2C#N)CCC3)CC1
  i	0.0%	22%	-5%	-1%	22%	1%	-1%	10%	7.9µM*	1%
Cc1cc(C)n(-c2ccc(C(=O)Nc3ccccc3N3CCOCC3)cc2)n1
  i	0.5%	4%	16%	?	-1.4%	1%	-2%	0%	?	1%
Cc1ccc(C(=O)CCNc2ccc(Br)cc2)o1
  ?	-0.8%	-16%	-3%	-10%	-1.3%	1%	-1%	2%	0%	-15%
CCn1c(=O)c(=O)n(CC)c2cc(S(=O)(=O)Nc3cccc(OC)c3)ccc21
  i	0.0%	-8%	14%	?	1.2%	2%	1%	0%	?	22%
Cc1cc(C)c(S(=O)(=O)Nc2cccc3nsnc23)c(C)c1
  i	-0.6%	-97%	2%	?	5.5%	-12%	-4%	1%	?	2%
COCCNc1ncnc2ccc(-c3ccc(N(C)C)cc3)cc12
  i	-1.3%	16µM*	126%[activator]	22%	-0.5%	-2%	-1%	0%[2.29 µM]	-5%	?
Cn1c(=O)c2c(-c3ccccc3)n(CCCN3CCOCC3)cc2n(C)c1=O
  ?	-0.1%	-5%	-9%	?	-0.8%	-2%	0%	-1%	5%	-25%
O=C1Cn2c(nc3ccccc32)N1c1ccccc1F
  i	-1.3%	7%	4%	?	-1.6%	-2%	-1%	1%	10%	-20%
COc1ccccc1OCCn1cc(C(=O)c2ccco2)c2ccccc21
  ?	-2.1%	22%	-12%	?	-1.0%	-4%	-3%	0%	25µM*	?
COc1ccc(-c2nc(SC)n(C)c(=O)c2C#N)cc1OC
  2.8e-08M*	-0.6%	-1%	7%	?	-1.3%	?	0%	-1%	2%	?
Cc1ccc(C(=O)CS(C)(=O)=O)cc1
  1.9e-08M*	-0.7%	4%	-8%	4%	-0.6%	-4%	0%	0%	2%	-8%
Cn1c(=O)oc2cc(S(=O)(=O)N3CCN(Cc4ccc5c(c4)OCO5)CC3)ccc21
  i	-2.9%	8%	37%[activator]	?	-0.6%	0%	0%	-1%	6%	25%
COC(=O)C1=C(C)OC(N)=C(C#N)C1c1ccccc1F (stereo unspecified)
  .	-1.1%	3%	-1%	-6%	-2.4%	-1%	-3%	3%	?	-3%
CC(C)(C)C1CCc2onc(C(=O)Nc3cccnc3)c2C1 (stereo unspecified)
  i	-2.8%	17%	31%[activator]	?	-0.3%	0%	3%	-17%	14%	17%

Screens deposited in PubChem by National Center for Advancing Translational Sciences (NCATS).
